Source: PubChem
TMEM16A act: TMEM16A chloride channel activators or potentiators, primary screen, cell-based, HTS; HEK293 TMEM16A/YFP-H148Q/I152L, iodide quench fluorescence; hits give low values; AID 623877, 2012; 340,000 compounds, 0.3% hits; Anoctamin-1 (Mus musculus), Q8BHY3; B-score at 10 µM;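 active = fluorescence-ratio B-score plate-corrected deviation score at least 3 library SD below zero, with starting fluorescence score within 5 deviations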;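 also: channel opened by trigger with iodide after compound preincubation; score built on the fluorescence ratio of max minus min over baseline; more negative score means more quench and so TMEM16A activation or potentiation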
Target sequence (Q8BHY3 whole entry, looked up): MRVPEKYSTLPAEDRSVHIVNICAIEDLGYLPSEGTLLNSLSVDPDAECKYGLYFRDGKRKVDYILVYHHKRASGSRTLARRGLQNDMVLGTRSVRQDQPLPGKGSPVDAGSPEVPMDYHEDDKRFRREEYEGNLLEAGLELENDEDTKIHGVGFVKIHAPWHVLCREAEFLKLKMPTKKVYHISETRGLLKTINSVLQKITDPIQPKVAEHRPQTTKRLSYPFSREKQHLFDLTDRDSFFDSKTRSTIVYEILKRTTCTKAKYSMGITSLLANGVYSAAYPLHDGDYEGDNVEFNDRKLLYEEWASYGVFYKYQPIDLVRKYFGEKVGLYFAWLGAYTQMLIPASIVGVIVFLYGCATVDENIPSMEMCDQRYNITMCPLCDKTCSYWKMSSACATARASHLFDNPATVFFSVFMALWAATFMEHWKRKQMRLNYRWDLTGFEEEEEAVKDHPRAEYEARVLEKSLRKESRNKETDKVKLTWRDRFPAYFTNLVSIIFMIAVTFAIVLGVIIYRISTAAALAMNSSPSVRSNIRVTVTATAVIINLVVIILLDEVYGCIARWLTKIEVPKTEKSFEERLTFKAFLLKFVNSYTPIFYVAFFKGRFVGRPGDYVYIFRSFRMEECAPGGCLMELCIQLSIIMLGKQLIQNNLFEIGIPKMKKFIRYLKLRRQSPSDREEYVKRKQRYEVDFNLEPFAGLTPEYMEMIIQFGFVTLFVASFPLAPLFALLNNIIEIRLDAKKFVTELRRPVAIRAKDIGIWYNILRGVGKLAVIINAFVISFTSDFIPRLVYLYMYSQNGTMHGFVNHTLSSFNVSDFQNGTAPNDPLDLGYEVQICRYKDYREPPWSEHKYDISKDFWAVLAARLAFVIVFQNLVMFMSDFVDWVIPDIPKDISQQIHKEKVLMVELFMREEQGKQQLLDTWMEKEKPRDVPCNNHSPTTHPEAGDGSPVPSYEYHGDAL
KCNK3 inh: human KCNK3 channel inhibitors, primary screen, CHO cells, FluxOR thallium flux, B-score; Potassium channel subfamily K member 3 (Homo sapiens), O14649; FluxOR fluorescence; hits give low values; B-score at 10 µM; 340,000 compounds, 0.84% hits; AID 602410, 2012;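 active = B-score under library mean minus 4 SD, starting fluorescence ratio at most library mean plus 5 SD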;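 also: more negative B-score means stronger inhibition of thallium flux through KCNK3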
Active calls of the source: *; i = inactive. An excerpt, so the mix of outcomes need not match the whole.

SMILES	TMEM16A act	KCNK3 inh
CCOC(=O)/C=C1/SCC(=O)N1CC(=O)c1ccc[nH]1	i	i
COc1ccc(CCc2cc(OC)c(OC)c(OC)c2)cc1	i	i
COc1ccccc1C(=O)OCC(=O)Nc1cccc(S(=O)(=O)N2CCCC2)c1	i	i
O=C1NN=C(c2ccccc2)C1Cc1ccccc1 (stereo not drawn)	i	i
Oc1ccc2ccccc2c1CN1CC2CCC(CC2)C1	i	i
CCCCn1c(N)c(N(C(=O)CSc2nnnn2-c2ccccc2C)C2CCCC2)c(=O)[nH]c1=O	i	i
COC(=O)C1c2ccccc2-c2ccccc21	i	i
CCOC(=O)C1C(C(=O)OC)=C(c2ccc(OC)cc2)c2ccc(OC)cc2N1S(=O)(=O)C(F)(F)F (stereo not drawn)	i	i
COc1ccc(C(CNC(=O)c2cc(S(=O)(=O)N3CCCCC3)ccc2C)N2CCCC2)cc1 (stereo not drawn)	i	i
CC(=O)C1=C(O)C(CSCc2ccccc2)N(C)C1=O (stereo not drawn)	i	i
COc1cccc(C=NNc2nnc(NN=Cc3cccc(OC)c3OC)c3ccccc23)c1OC	i	i
CC1(C2CC2)NC(=O)N(CC(=O)Nc2ccccc2C#N)C1=O (stereo not drawn)	i	i
CC1(N=Cc2cc(Cl)ccc2O)COP(=O)(NC2CCCC2)OC1 (stereo not drawn)	i	i
COC1CC(C)C(OC)c2cc(O)cc(c2O)NC(=O)C(C)=CC=CC(C)C(OC(N)=O)C(C)=CC(C)C1OC (stereo not drawn)	i	i
Nc1c(C2CCCCC2)c(=O)on1C(=O)c1ccccc1	i	i
O=C1NC(=S)SC1=Cc1cc(Br)ccc1O	i	i
CC[n+]1c(/C=C(\C)OC)sc2ccccc21	i	i
COc1cc(OC)cc(C(=O)NCC(=O)OCC(=O)Nc2ccc(C)c(S(=O)(=O)N3CCOCC3)c2)c1	i	i
O=C(COC(=O)CCC(=O)c1cccs1)NCc1ccco1	i	i
CCc1ccccc1NC(=O)CN(C)C(=O)COC(=O)c1c(Cl)cccc1Cl	i	i
O=C(O)CCCC1(C(=O)O)CCCC1	i	i
C[C@@H]1C(c2ccccc2)=NN(c2ccccc2)[C@H]1C(=O)N1CCOC1=O	i	i
O=C1CC[C@@H]2CC3(C[C@@H]4CCN1[C@H]24)Nc1cc([N+](=O)[O-])ccc1NC3=NC1CCCCC1 (stereo partly drawn)	i	i
N#CCCn1cc(C(=O)CN2C(=O)NC3(CCCCCC3)C2=O)c2ccccc21	i	i
O=C(O)c1cc(-c2cc(C(=O)O)c3ccccc3n2)ccc1O	i	i
COc1ccc(CCN2CC(C(=O)OCc3ccccc3Cl)CC2=O)cc1OC (stereo not drawn)	i	i
O=C(Nc1ccccn1)c1ccccc1	i	i
O=c1[nH]c(=S)c2[nH]c(=S)n(-c3ccccc3)c2[nH]1	i	i
O=C1C2CC3N1CCC31c3ccccc3-n3c1c2ccc3=O (stereo not drawn)	i	i
CC(NC(=O)c1ccc(N(C)C)cc1)C1CC2CCC1C2 (stereo not drawn)	i	i
O=C(NCCCCCCCN1CCCCCCC1)C(C1CCCCC1)C1CCCCC1	i	i
O=C(O)C(c1ccccc1)C(O)C1CCCC1 (stereo not drawn)	i	i
C=C(C)C(=O)N1CCN(C(=O)C(=C)C)c2ccccc21	i	i
CC(C)CN(C(=O)CCC1CCCCC1)c1c(N)n(CC(C)C)c(=O)[nH]c1=O	i	i
Cc1ccc(/C=C2/CNC/C(=C/c3ccc(C)cc3)C2=O)cc1	i	i
CC(=O)OC1CC2(C)C(CCC2(O)C(C)=O)C2CCC3C(Cl)C(=O)CCC3(C)C12 (stereo not drawn)	i	i
CCCCN(C(=O)C1=CC=CN2CCS(=O)(=O)N=C12)c1ccccc1	i	i
O=c1cc(CSc2nc(NCc3ccc(Cl)cc3)c3ccccc3n2)nc2ccc(Cl)cn12	i	i
Cc1ccc(CSc2ccc(S(=O)(=O)N3CCCCC3)cn2)cc1	i	i
CCCCCCCCCCCCCCCCCCNc1ccn(C2OC(COP(=O)(O)OCC3OC(n4cc(F)c(=O)[nH]c4=O)CC3O)C(O)C2O)c(=O)n1 (stereo not drawn)	i	i
COc1c2c(c(OC)c3c1c(=O)c1ccccc1n3C)OCO2	i	i
COC(=O)CC(=O)O[C@H]1C=C[C@@H](NC(=O)OC(C)(C)C)C1	i	i
CSc1nc(S(C)(=O)=O)nc2[nH]c(=O)[nH]c12	i	i
Cc1ccc(C)c(OCCC(=O)OCC(=O)NC(=O)NC2CCCCC2)c1	i	i
Cc1cccc(NC(=O)COC(=O)c2ccc(S(=O)(=O)N3CCCCCC3)cc2)c1	i	i
COc1ccc(Cl)cc1NC(=O)CN(C)C(=O)CN1C(=O)NC(C)(c2ccc3ccccc3c2)C1=O (stereo not drawn)	i	i
CCOC(=O)C1(C(=O)OCC)NC(=O)CC1CC (stereo not drawn)	i	i
CCN1C(=O)CC(SC2CC(=O)N(CC)C2=O)C1=O (stereo not drawn)	i	i
Nc1nnc2cc(Cl)ccc2n1	i	i
Cc1cc(CSc2ccc(Cl)cc2)ccc1N	i	i
COc1ccc(CCNC(=O)COC(=O)c2cccn2C)cc1	i	i
O=C(COc1ccccc1O)NC1CCCC1	i	i
c1cc2c3c(cccc3c1)NN=N2	i	i
COc1ccccc1C(=O)c1ccccc1C(=O)c1ccccc1	i	i
CCOC(=O)OCC(=O)C1(O)CCC2C3CCC4=CC(=O)CCC4(C)C3C(O)CC21C (stereo not drawn)	i	i
CC1CCCCN1C(=O)COC(=O)c1cc(Cl)c2c(c1)OCO2 (stereo not drawn)	i	i
C=C(C)c1cc2c(ccc3ccc(=O)oc32)o1	i	i
O=C(NCC1CCCO1)c1cc(-c2ccncc2)nc2ccccc12 (stereo not drawn)	i	i
COc1ccc(Cl)cc1S(=O)(=O)NC(C)C(=O)NCCN1CCOCC1 (stereo not drawn)	i	i
CC1=CC(C)(C)NC(=S)N1c1cccc(Cl)c1	i	i

Compound profiles, as listed above. Order of values: TMEM16A act	KCNK3 inh
O=C(Nc1ccccn1)c1ccccc1 in the list: i	i
CCOC(=O)OCC(=O)C1(O)CCC2C3CCC4=CC(=O)CCC4(C)C3C(O)CC21C (stereo not drawn) in the list: i	i
O=C1C2CC3N1CCC31c3ccccc3-n3c1c2ccc3=O (stereo not drawn) in the list: i	i

The main list resumes, starting 6 compounds before the break.
SMILES	TMEM16A act	KCNK3 inh
CCOC(=O)OCC(=O)C1(O)CCC2C3CCC4=CC(=O)CCC4(C)C3C(O)CC21C (stereo not drawn)	i	i
CC1CCCCN1C(=O)COC(=O)c1cc(Cl)c2c(c1)OCO2 (stereo not drawn)	i	i
C=C(C)c1cc2c(ccc3ccc(=O)oc32)o1	i	i
O=C(NCC1CCCO1)c1cc(-c2ccncc2)nc2ccccc12 (stereo not drawn)	i	i
COc1ccc(Cl)cc1S(=O)(=O)NC(C)C(=O)NCCN1CCOCC1 (stereo not drawn)	i	i
CC1=CC(C)(C)NC(=S)N1c1cccc(Cl)c1	i	i
O=C(Nc1ccc(F)cc1)c1ccccc1NC(=O)C1CCCCC1C(=O)O (stereo not drawn)	i	i
CSc1nnc(-c2ccccc2)n1N	i	i
COc1cccc(NC(=O)CN(C)C(=O)CCNC(=O)c2ccccc2OC)c1	i	i
COCCN(C(=O)c1cc(S(=O)(=O)N2CCCCC2)ccc1Cl)c1c(N)n(CC(C)C)c(=O)[nH]c1=O	i	i
Cc1cc2c(cc(C(=O)OCC(=O)NC3CCCCC3)n2C)o1	i	i
CC1(C)CC(=O)C2=C(C1)Oc1ncn3nc(-c4cccnc4)nc3c1C2c1ccccc1 (stereo not drawn)	i	i
NC(=O)C1CCCN(C(=O)c2ccc(-c3cccc(Cl)c3Cl)o2)C1 (stereo not drawn)	i	i
CCCCN(C(=O)c1cccc(S(=O)(=O)N2CCN(C)CC2)c1)c1c(N)n(CC(C)C)c(=O)[nH]c1=O	i	i
Cc1cc(/C=C2\Sc3ccccc3N2C)cc(C)[n+]1CC1CCCO1 (stereo not drawn)	i	i
C[C@H]1CN([C@@H](C)CO)C(=O)Cc2cc(NC(=O)CCC(F)(F)F)ccc2O[C@H]1CN(C)S(=O)(=O)c1ccc(Cl)cc1	i	i
COc1ccccc1NS(=O)(=O)c1cc(NC(=O)CN2C(=O)NC3(CCCCC3)C2=O)ccc1C	i	i
COc1ccc(Cl)cc1C=CC=NNC(=O)c1ccncc1	i	i
O=C(CCOc1cccc(Br)c1)NNC(=O)COc1ccc(F)cc1	i	i
Cc1ccccc1NC(=O)Cc1nc(COC(=O)C(NC(=O)c2ccccc2C)C(C)C)cs1 (stereo not drawn)	i	i
Cc1cc(/C=C2/C(=N)N3C(c4ccccc4)=CSC3=NC2=O)c(C)n1-c1ccc(Cl)cc1	i	i
COc1cc2c(cc1OC)C1c3ccc(OC)c(OC)c3OCC1(O)C2 (stereo not drawn)	i	i
CCN(C(=O)COC(=O)c1ccccc1Nc1ccccc1)c1c(N)n(Cc2ccccc2)c(=O)[nH]c1=O	i	i
Cc1sc(NC(=O)CSc2n[nH]c(N)n2)c(C#N)c1C	i	i
CCN1C(c2ccccc2)=C(c2ccccc2)S/C1=C/C=C1\SC(=S)N(C)C1=O	i	i
CCOc1cc(N2CCOCC2)c(OCC)cc1NC(=O)COC(=O)c1ccc([N+](=O)[O-])o1	i	i
CCN(C(=O)COC(=O)/C=C/c1ccccc1Cl)c1c(N)n(Cc2ccccc2)c(=O)[nH]c1=O	i	i
CC(=O)Nc1ccc2c(c1)-c1ccc(F)cc1C2=O	i	i
C[C@@](Cc1ccc(O)c(O)c1)(NN)C(=O)O	i	i
Cc1cc2c(=Cc3ccc(N(C)C)cc3)c3ccccc3n2[n+]1C	i	-10*
COc1ccc(N2CC(C(=O)N3CCN(S(=O)(=O)c4ccc(F)c(F)c4)CC3)CC2=O)c(OC)c1 (stereo not drawn)	i	i
CCOC(=O)C1Oc2ccccc2C(c2ccc(C)cc2)=C1C(=O)OC (stereo not drawn)	i	i
CC(=O)c1cccc(OC(=O)c2ccccc2)c1	i	i
CCCCN(C(=O)c1ccc(N(C)S(=O)(=O)c2ccc(C)cc2)cc1)c1c(N)n(CC(C)C)c(=O)[nH]c1=O	i	i
CCc1ccccc1NC(=O)CN1CCN(CC(=O)Nc2ccc3c(c2)OC2(CCCCC2)O3)CC1	i	i
Cc1ccc(C2=NNC(=Nc3ccc(F)cc3)SC2)cc1	i	i

Marked active in KCNK3 inh (from the list above):
SMILES	TMEM16A act	KCNK3 inh
Cc1cc2c(=Cc3ccc(N(C)C)cc3)c3ccccc3n2[n+]1C	i	-10*

The results go on:
SMILES	TMEM16A act	KCNK3 inh
CSCCC(NC(=O)c1ccc(Cl)cc1Cl)C(=O)N(C)Cc1nc2ccccc2c(=O)[nH]1 (stereo not drawn)	i	i
CCOc1ccccc1C=C1SC(=S)NC1=O	i	i
CCC1(c2ccc(F)cc2)NC(=O)N(CC(=O)N2CCN(C(=O)c3cccs3)CC2)C1=O (stereo not drawn)	i	i
COC1CCC2(C)C(=CCC3C4CC(O)CC4(C)CCC32)C1 (stereo not drawn)	i	i
C=C(c1ccc2nc(NC(=O)OC)[nH]c2c1)c1cccs1	i	i
[O-][n+]1cccc2cccc(O)c21	i	i
Cc1ccc(S(=O)(=O)CCC(=O)OCC(=O)N(C)Cc2ccccc2)cc1	i	i
O=c1cc(-c2ccccc2)oc2cccc(O)c12	i	i
CC(C)(Oc1ccc(Cl)cc1)C(=O)OCC(=O)NCCc1ccc(S(N)(=O)=O)cc1	i	i
CCN(C(=O)CSc1ncccn1)c1c(N)n(Cc2ccccc2)c(=O)[nH]c1=O	i	i
CC1Cc2cccc3ccc(=O)n(c23)C1 (stereo not drawn)	i	i
Cc1ccc(-n2nnnc2SCC(=O)NCC2CCCO2)cc1C (stereo not drawn)	i	i
CC1=C(C(=O)O)CC(S(=O)(=O)O)C1(C)C (stereo not drawn)	i	i
O=CNc1ccc2c(c1)Cc1cccc(NC=O)c1-2	i	i
CN1CCC(C(=O)C(=O)O)C1=O (stereo not drawn)	i	i
C1=NN(c2ccccc2)C=NN1c1ccccc1	i	i
O=C(COC(=O)c1ccc(O)cc1)c1ccc2c(c1)OCCO2	i	i
CC1CC2(C)C(=CC1=O)CCC1C2C(O)CC2(C)C1CCC2(O)C(=O)CO (stereo not drawn)	i	i
COC(=O)c1sc(NC(=O)COC(=O)C2CCC2)c(C(=O)OC)c1C	i	i
CC(=O)Nc1nnc(CCS(=O)(=O)c2ccc(Cl)cc2)s1	i	i
O=C1CSC(=S)N1N=Cc1cccc2ccccc12	i	i
O=c1c2sc3nc(N4CCOCC4)c4c(c3c2ncn1C(c1ccccc1)c1ccccc1)CCCC4	i	i
COc1cccc2c1cc1c(=O)n(CC(=O)N3CCN(c4cccc(C)c4C)CC3)nc(C)n12	i	i
CCOC(=O)c1oc2c(CN3CCN(C)CC3)c(O)c(CC)cc2c(=O)c1-c1nc2ccccc2s1	i	i
Cc1ccc(CN2CCNC(=O)C2CC(=O)NCCCn2ncc3ccccc32)o1 (stereo not drawn)	i	i
C[C@@]12CCC=C[C@H]1[C@H](c1ccccc1Br)N(Cc1ccccc1)C2=O	i	i
CC12CCC(=O)N1C(C(=O)Nc1nccs1)CS2 (stereo not drawn)	i	i
O=C(NC1CCCCC1)c1cc(C2CC2)nn1-c1ccccc1	i	i

3 of the compounds above, with each value named.
Compound: O=c1c2sc3nc(N4CCOCC4)c4c(c3c2ncn1C(c1ccccc1)c1ccccc1)CCCC4
  TMEM16A act: i | KCNK3 inh: i

Compound: CC12CCC(=O)N1C(C(=O)Nc1nccs1)CS2 (stereo not drawn)
  TMEM16A act: i | KCNK3 inh: i

Compound: CCOC(=O)c1oc2c(CN3CCN(C)CC3)c(O)c(CC)cc2c(=O)c1-c1nc2ccccc2s1
  TMEM16A act: i | KCNK3 inh: i
